Cav32 inh: inhibitors of human Cav3.2 T-type calcium channel | Cav3.2-expressing cells, Fluo-4 calcium fluorescence FDSS; hits give low values | B-score at 10 µM | 100,000 compounds, 4% hits | AID 449739;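 active means single-dose well whose peak fluorescence ratio is a statistical outlier from its plate by either plate-standardised score or position-corrected B-score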
Target sequence (O95180 whole entry, looked up): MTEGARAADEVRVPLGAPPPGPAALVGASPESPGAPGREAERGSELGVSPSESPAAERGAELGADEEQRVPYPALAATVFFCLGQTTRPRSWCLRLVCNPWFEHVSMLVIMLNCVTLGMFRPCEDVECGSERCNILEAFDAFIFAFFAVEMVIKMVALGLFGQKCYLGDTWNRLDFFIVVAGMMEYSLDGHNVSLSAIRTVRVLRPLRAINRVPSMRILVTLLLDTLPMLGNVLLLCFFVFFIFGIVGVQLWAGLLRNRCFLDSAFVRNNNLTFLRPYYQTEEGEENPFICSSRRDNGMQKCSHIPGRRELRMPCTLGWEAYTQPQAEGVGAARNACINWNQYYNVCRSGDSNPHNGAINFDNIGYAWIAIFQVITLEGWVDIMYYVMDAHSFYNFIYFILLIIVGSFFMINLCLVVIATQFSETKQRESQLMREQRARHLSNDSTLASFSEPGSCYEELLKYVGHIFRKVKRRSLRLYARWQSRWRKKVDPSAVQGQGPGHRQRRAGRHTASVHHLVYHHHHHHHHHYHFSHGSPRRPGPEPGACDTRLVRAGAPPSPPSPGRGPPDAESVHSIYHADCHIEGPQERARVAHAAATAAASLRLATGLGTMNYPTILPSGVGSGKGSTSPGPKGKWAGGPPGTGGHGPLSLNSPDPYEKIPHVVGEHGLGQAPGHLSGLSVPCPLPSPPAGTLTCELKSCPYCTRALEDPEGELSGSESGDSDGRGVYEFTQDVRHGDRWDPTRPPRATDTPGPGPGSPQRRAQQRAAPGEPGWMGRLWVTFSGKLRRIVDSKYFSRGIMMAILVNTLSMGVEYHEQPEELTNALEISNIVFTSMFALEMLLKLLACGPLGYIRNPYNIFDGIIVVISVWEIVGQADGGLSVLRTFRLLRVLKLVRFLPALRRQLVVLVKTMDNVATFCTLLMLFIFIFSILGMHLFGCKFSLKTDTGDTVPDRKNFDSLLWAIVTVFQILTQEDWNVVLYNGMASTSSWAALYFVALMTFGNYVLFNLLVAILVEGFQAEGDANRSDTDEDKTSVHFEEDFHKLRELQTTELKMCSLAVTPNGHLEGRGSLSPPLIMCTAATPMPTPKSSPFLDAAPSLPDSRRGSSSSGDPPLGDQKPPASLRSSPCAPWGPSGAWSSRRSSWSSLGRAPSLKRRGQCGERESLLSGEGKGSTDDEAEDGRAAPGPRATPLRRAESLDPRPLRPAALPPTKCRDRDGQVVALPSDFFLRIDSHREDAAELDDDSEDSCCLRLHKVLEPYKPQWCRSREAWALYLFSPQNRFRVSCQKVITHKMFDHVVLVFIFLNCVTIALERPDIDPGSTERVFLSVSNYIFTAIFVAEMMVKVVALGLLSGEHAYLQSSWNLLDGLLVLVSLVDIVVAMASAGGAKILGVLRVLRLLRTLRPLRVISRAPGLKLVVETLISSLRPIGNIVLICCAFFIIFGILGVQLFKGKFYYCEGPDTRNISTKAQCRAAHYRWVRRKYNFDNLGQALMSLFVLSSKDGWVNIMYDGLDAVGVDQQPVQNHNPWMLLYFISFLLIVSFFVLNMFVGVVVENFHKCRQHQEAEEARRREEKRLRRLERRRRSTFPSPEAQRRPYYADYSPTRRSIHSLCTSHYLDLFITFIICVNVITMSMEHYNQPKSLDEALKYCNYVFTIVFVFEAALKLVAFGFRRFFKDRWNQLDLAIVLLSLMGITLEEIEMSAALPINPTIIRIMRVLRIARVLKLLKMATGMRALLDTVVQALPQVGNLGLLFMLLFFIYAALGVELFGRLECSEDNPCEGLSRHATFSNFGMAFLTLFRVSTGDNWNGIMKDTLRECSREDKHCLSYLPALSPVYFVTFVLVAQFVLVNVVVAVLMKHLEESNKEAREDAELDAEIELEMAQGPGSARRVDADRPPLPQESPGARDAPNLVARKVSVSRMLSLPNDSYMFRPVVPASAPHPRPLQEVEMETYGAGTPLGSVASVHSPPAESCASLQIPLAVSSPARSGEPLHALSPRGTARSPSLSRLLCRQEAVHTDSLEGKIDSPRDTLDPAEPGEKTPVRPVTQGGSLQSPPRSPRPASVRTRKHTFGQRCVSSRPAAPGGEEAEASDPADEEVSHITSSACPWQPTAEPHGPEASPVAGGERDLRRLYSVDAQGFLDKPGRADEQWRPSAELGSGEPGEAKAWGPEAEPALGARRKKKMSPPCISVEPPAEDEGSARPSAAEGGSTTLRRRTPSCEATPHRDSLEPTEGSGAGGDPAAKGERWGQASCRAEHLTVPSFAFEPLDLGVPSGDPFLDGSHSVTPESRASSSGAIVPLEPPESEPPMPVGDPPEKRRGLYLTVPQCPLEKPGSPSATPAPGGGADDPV
Numbers without * were called inactive. Some of the compounds tested, so the mix of outcomes need not match the whole.

Sample of the layout (7 entries):
Cav32 inh | SMILES
-0.35 | Cc1ccc(CN2C(=O)C3CCCN3c3ccc(C#N)cc32)cc1 (stereo not given)
0.41 | CCOC(=O)C1=C(C)NC2=C(C(=O)C(C(=O)OCC)C(c3ccccc3OC)C2)C1c1ccccn1 (stereo not given)
0.33 | O=c1nc(N2CCCC2)nc(Nc2ccccc2)[nH]1
-1.2 | CCC(=O)Nn1cnc2c(c1=O)C1(CCCCC1)Cc1ccccc1-2
-0.038 | Cc1cc(C(=O)Nc2nnc(-c3ccccc3)s2)no1
1.6 | CCCC(=O)Nc1cccc(-c2nc3ccccc3o2)c1
-2.3 | CCCSc1nc2c(c(=O)n(C)c(=O)n2C)n1Cc1ccc(C)cc1

Main list, from the start:
Cav32 inh | SMILES
-0.35 | Cc1ccc(CN2C(=O)C3CCCN3c3ccc(C#N)cc32)cc1 (stereo not given)
0.41 | CCOC(=O)C1=C(C)NC2=C(C(=O)C(C(=O)OCC)C(c3ccccc3OC)C2)C1c1ccccn1 (stereo not given)
0.33 | O=c1nc(N2CCCC2)nc(Nc2ccccc2)[nH]1
-1.2 | CCC(=O)Nn1cnc2c(c1=O)C1(CCCCC1)Cc1ccccc1-2
-0.038 | Cc1cc(C(=O)Nc2nnc(-c3ccccc3)s2)no1
1.6 | CCCC(=O)Nc1cccc(-c2nc3ccccc3o2)c1
-2.3 | CCCSc1nc2c(c(=O)n(C)c(=O)n2C)n1Cc1ccc(C)cc1
0.19 | Cc1cccc(NC(=O)C2CC(O)CN2C(=O)OCc2ccccc2)c1 (stereo not given)
-4.2* | CC(=O)C1=C(O)C(=O)N(c2cc(C(C)(C)C)on2)C1c1ccc(C(C)C)cc1 (stereo not given)
0.78 | CCn1c(SCC(=O)C(C)(C)C)nnc1-c1ccccn1
-8.7* | Cn1cccc1Cc1nnc(SCC(=O)N2CCc3ccccc32)n1CCc1ccccc1
0.085 | COc1ccc(C)cc1NC(=O)c1cc2ccccc2cc1OCC(=O)NCc1ccco1
0.36 | CCOC(=O)c1nnn(-c2ccccc2)c1C
0.0019 | COCC(=O)N/N=C(\C)CC(=O)Nc1ccccc1C(N)=O
-1.6 | COc1ccc(S(=O)(=O)N2CCC(O)(c3ccc(Cl)cc3)CC2)cc1
1.1 | CCc1cc(C(=O)OC)c(NC(=O)CCCC(=O)O)s1
0.27 | O=C1Nc2ccccc2C12OCCO2
0.36 | C/C(=N\O)c1ccc(N2C(=O)C3CC=C(Cl)CC3C2=O)cc1 (stereo not given)
0.51 | CCCCn1c(-c2ccc(Cl)cc2)nc2c(=O)n(C)c(=O)[nH]c21
-0.37 | C/C(N)=C(/C#N)C(=O)CN1CCCCC1
1.1 | Cc1ccc(CS(=O)(=O)CCC(=O)NC2CC2)cc1
-0.044 | O=C1Nc2ccccc2C(O)(C(=O)NCc2ccc3c(c2)OCO3)N1c1ccc(Cl)c(Cl)c1 (stereo not given)
-0.23 | O=C(CCCOc1ccccc1)N1CCN(C(=O)c2ccco2)CC1
-2.8 | O=C(CN1C(=O)NC2(CCc3ccccc32)C1=O)Nc1cc(C(F)(F)F)ccc1N1CCOCC1 (stereo not given)
-0.53 | O=C(Nc1cnccn1)c1cccnc1
0.21 | CSC1=NCCN1C(=O)c1cccc(C(F)(F)F)c1
0.65 | CCNC(=O)C(=O)NCCc1ccc(Cl)cc1
-0.33 | COc1ccccc1OCC(=O)Nc1ccccc1C(=O)NCc1ccco1
1.6 | COc1ccc(C(=O)CSc2nncn2C)cc1
0.32 | Cc1ccc(C2C3=C(CCCC3=O)Nc3[nH]c(=S)[nH]c(=O)c32)cc1 (stereo not given)
0.55 | COc1cc(CC2COC(=O)C2(O)Cc2ccc(O)c(OC)c2)ccc1O (stereo not given)
0.045 | Cc1cc(N2CCN(c3ccccc3)CC2)nc(N)n1
-3.6 | CCOc1cc(N2CCOCC2)c(OCC)cc1NC(=O)Cc1cccc2ccccc12
0.14 | O=C(COC(=O)c1ccc(S(=O)(=O)NCc2ccco2)cc1)NC1CCCCC1
-1.2 | COc1cc(S(=O)(=O)N2CCCCC2)ccc1NC(=O)c1ccccc1Cl
0.57 | COC(=O)Nc1nnc(Cc2ccc(Cl)cc2)s1
0.41 | COc1ccc(OC)c(NC(=O)c2ccc(S(=O)(=O)N3CCN(C)CC3)cc2)c1
-2.6 | CCOc1ccc(Br)cc1C1C(C(=O)OC)=C(N)Oc2cc(N(C)C)ccc21 (stereo not given)
0.96 | CC1Oc2ccccc2N(CC(=O)Nc2ccc3c(c2)OCCO3)C1=O (stereo not given)
-8.5* | COc1ccc(-n2c(Cc3ccccc3)nnc2SCC(=O)N2CCCc3ccccc32)cc1
1.3 | Cc1sc2ncn(CC(=O)NCCN3CCOCC3)c(=O)c2c1S(=O)(=O)N1CCC(C)CC1
-1.5 | Cc1c(OCC(=O)OC(C)C)ccc2c3c(c(=O)oc12)CCC3
0.85 | COC(=O)c1cc(NC(=O)Cc2ccc(OC)c(OC)c2)cc(C(=O)OC)c1
-0.33 | CCOC(=O)c1ccccc1NC(=O)c1ccc(N(C)S(C)(=O)=O)cc1
-1.4 | CCOC(=O)c1c(CN2CCCCC2C)oc2ccc(OC)cc12 (stereo not given)
-0.83 | C=CCn1c(=O)c2c3c(sc2n2c(Nc4ccc(OC)cc4)nnc12)CCCC3
0.23 | Cc1ccnc(N2C(=O)OC(C)(C)C2(C)O)c1 (stereo not given)
-4.2* | Cc1ccc(C(=O)NNC(=S)NC(=O)c2ccc(Cl)cc2)cc1
-1.6 | CC#CCN1c2ccccc2[C@]23C[C@@H](C(=O)OC)N(C(=O)c4ccc(Br)cc4)C2=NC(C(=O)OC)=C(C(=O)OC)[C@H]13
0.2 | O=C(CCn1c(=O)sc2ccccc21)NCc1ccco1
0.59 | CCOCC(=O)Nc1ccc(-c2cn3cccnc3n2)cc1
1.2 | COc1ccc(N(CC(=O)NCc2cccs2)S(=O)(=O)c2cccnc2)cc1
-0.3 | COc1ccc(CN2C(=O)CN=C2Nc2cc(C)ccc2C)cc1
0.047 | CC(=O)Nc1ccc(C(=O)OC2CCOC2=O)cc1 (stereo not given)
0.56 | CS(=O)(=O)N(CCc1ccccc1)CC(N)=O
-0.15 | CCN1C(=O)c2n[nH]c(C(=O)OC)c2C1=O
1 | COc1ccc(-c2cc(C(=O)N3CCN(c4ccccc4)CC3)no2)cc1OC
1.2 | Cc1ccc(N/N=C/c2ccc(N3CCOCC3)cc2)cc1C
-1.3 | CCCCNc1nc2ccccc2nc1NS(=O)(=O)c1cccs1
-1.4 | CC1CCc2c(C(=O)Nc3nccs3)csc2C1 (stereo not given)

Other entries follow.
Cav32 inh | SMILES
0.14 | CCCc1ccc(OCc2nc(-c3ccc(NC(=O)c4ccco4)cc3)no2)cc1
-3.2 | O=C(CCCSc1nnc(SCCCC(=O)c2ccc(F)cc2)s1)c1ccc(F)cc1
0.31 | COC(=O)CSc1nnc(CNC(=O)c2ccco2)n1-c1ccc(F)cc1
-0.017 | CC(=O)c1c(C)[nH]c(C(=O)OCc2nnc(-c3ccccc3)o2)c1C
-1.4 | CCN(CC)CCCNc1nc2ccccc2[nH]1
0.052 | CCOC(=O)c1ccc(NC(=O)c2nccnc2C(=O)O)cc1
0.68 | CCCCCNC(=O)CCc1ccccc1
-0.16 | CCn1nnnc1SCC(=O)Nc1ccc(OC)cc1
-0.039 | COc1ccc(C=O)cc1COc1ccc(Cl)cc1[N+](=O)[O-]
0.2 | NC(=O)C[C@@H]1NC(=O)c2cc([N+](=O)[O-])cc(F)c2NCCCC[C@@H](C(N)=O)NC(=O)[C@H](CO)NC1=O
0.22 | O=C(CC12CC3CC(CC(C3)C1)C2)Nc1cccc2ncccc12
-2.4 | CCOC(=O)CSc1nnc(Cc2ccccc2)n1-c1cccc(Cl)c1
-0.33 | O=C1CCC(=O)N1CNc1ccc(Oc2ccccc2)cc1
-1.5 | CCOC(=O)Nc1ccc(Oc2ccccc2)cc1
1 | C#CCN(C#N)c1nc(NCC)nc(NC(C)C)n1
-1.1 | CC1CCc2sc3ncnc(N4CCOCC4)c3c2C1 (stereo not given)
-0.14 | O=C(O)CCN1CCc2ccccc21
-0.56 | CC(C)c1nnc(NC(=O)Cn2nc(-c3ccc4c(c3)OCCO4)ccc2=O)s1
0.21 | CC(C)OC(=O)CSc1nnc(-c2ccccc2)n1N
-0.61 | O=S(=O)(Nc1ccc2c(c1)nc1n2CCOC1)c1ccc(Cl)cc1
-0.44 | COc1ccc(NC(=O)C(C)NS(=O)(=O)c2ccccc2)cc1Cl (stereo not given)
0.28 | COC(=O)C1=C(C)N(c2cccc3ccccc23)C(=O)C1
1 | Cc1ccc(O)c(C(=O)c2cc(C#N)c(=O)n(CC3CCCO3)c2)c1 (stereo not given)
-1.9 | CN(C)c1nc(SCCOC(=O)c2ccccc2)nc(N(C)C)n1
0.83 | O=C(COC(=O)c1ccccc1NC(=O)c1ccco1)NC1CCCCC1
0.17 | Cc1cccc(N2CCN(C(=O)Cn3c(=O)[nH]c4ccsc4c3=O)CC2C)c1 (stereo not given)
-0.0022 | COc1ccc(S(=O)(=O)Nc2cc(C)ccn2)cc1
0.1 | CCN=C1SC(CC(=O)NCC)C(=O)N1CC (stereo not given)
-1.5 | O=C(CS(=O)CC(=O)Nc1ccc(Cl)cc1)NCC1OCCc2ccccc21 (stereo not given)
0.15 | CCOC(=O)CC(=O)CSc1nc(C)cc(-c2cccnc2)c1C#N
0.42 | Nc1ncnc2c1ncn2CCN1CCCCC1
0.46 | Cc1cccc(CC2S/C(=N/c3ccccn3)NC2=O)c1 (stereo not given)
0.024 | O=C(Cc1cccs1)Nc1ccc(-c2nnc(-c3ccccc3)o2)cc1
1 | CCCC(=O)Nc1cccn(Cc2ccccc2Br)c1=O
0.95 | Cc1cccc(C)c1OCC(=O)Nc1ncn[nH]1
0.23 | CCC1Oc2ccccc2N(CC(=O)NCCCN2CCOCC2)C1=O (stereo not given)
-8.9* | C=CCc1ccc(OCC(O)COc2ccc(CC=C)cc2OC)c(OC)c1
-0.16 | O=C(CN1CCCCC1)Nc1cccc(Oc2ccccc2)c1
1.3 | Clc1cccc(CSc2nnc(-c3cccnc3)n2Cc2ccco2)c1
-0.37 | O=C(CSc1nc2ccccc2[nH]1)Nc1ccccc1F
-1.7 | O=C(NCc1ccc(OC(F)(F)F)cc1)c1ccc2c(c1)S(=O)(=O)c1ccccc1C2=O
-0.094 | COc1ccc(/C=N/Nc2nc(C)c([N+](=O)[O-])c(N(C)c3ccccc3)n2)cc1OC
0.47 | Cc1cc(C)c2oc(=O)cc(CN3CCOCC3)c2c1
1.3 | COc1cc2[nH]c3c(N4CCN(c5ccc(Cl)cc5)CC4)ncnc3c2cc1OC
-0.91 | COC(=O)Cc1c(C)c2ccc(O)c(CN3CCCC(C)C3)c2oc1=O (stereo not given)
0.33 | Cc1cccc(C)c1NC(=O)COC(=O)c1nonc1N
0.57 | COc1ccc2c(c1)c(C(=O)CN1CCC3(CC1)OCCO3)c(C)n2C
0.55 | CCOCCCNCC(=O)Nc1ccc(OC(F)(F)F)cc1
1.2 | COc1cccc2cc(-c3nc(-c4cccs4)cs3)c(=O)oc12
0.35 | COC(=O)CCS(=O)(=O)c1cc(Cl)ccc1Cl
-2.1 | COc1ccc(CNC(=O)c2c(N)n(CCCN3CCOCC3)c3nc4ccccc4nc23)cc1
0.3 | Cn1c(CCN2CCCCC2)nc2cc(NC(=O)C3CCCCC3)ccc21
-0.045 | O=c1[nH]c2c(c(=O)n1Cc1ccccc1)CCC2
-0.42 | CCN(CC)CCc1c(C)[nH]c(C(=O)OCc2ccccc2)c1C
-0.86 | CC(NC(=O)Nc1cccnc1)(C(F)(F)F)C(F)(F)F
-3.6 | O=C(Nc1ccccc1)C1=C[C@H](c2coc3ccccc3c2=O)C[C@H](OCc2ccc(CO)cc2)O1
1.4 | S=c1nc[nH]c2c1[nH]c1ccccc12
-2.8 | COc1ccc(CCN(C(=O)C(F)(F)F)C(C(=O)NC2CCCCC2)c2ccc(C)s2)cc1 (stereo not given)
-2.6 | O=C(Nc1ccn(Cc2c(F)c(F)cc(F)c2F)n1)c1ccc(COc2cc(Cl)ccc2Cl)o1
-0.25 | Cn1cnnc1SCC(=O)Nc1c(F)cc(F)cc1Br

2 records picked at random from the list so far, as already listed:
Cav32 inh | SMILES
-2.1 | COc1ccc(CNC(=O)c2c(N)n(CCCN3CCOCC3)c3nc4ccccc4nc23)cc1
0.57 | COc1ccc2c(c1)c(C(=O)CN1CCC3(CC1)OCCO3)c(C)n2C

Next section
Cav32 inh | SMILES
0.67 | CC(=O)Nc1ccc(OC/C=C(\C)Cl)cc1
0.9 | CCC(Sc1nc(N)cc(N)n1)C(=O)O (stereo not given)
0.22 | CCCS(=O)(=O)N1CCCC(C(=O)NCCN(Cc2ccccc2)C(C)C)C1 (stereo not given)
-0.021 | COC(=O)C1=C(COc2ccccc2)NC(=O)NC1c1ccc2ccccc2c1 (stereo not given)
-4.2* | Cc1ccc(-c2noc(CCC(=O)Nc3cccc(C#N)c3)n2)cc1
0.28 | CC(C)CC(=O)N1CCN(Cc2cccc(F)c2)CC1
-4.7* | Clc1ccc(CSc2nnc(Cn3cnc4ccccc43)o2)cc1
-0.028 | Cc1onc(-c2ccccc2)c1C(=O)NCC1COc2ccccc2O1 (stereo not given)
0.31 | Cc1cc2cc(CNC(=O)C3CCCC3)ccc2n1C
-2.2 | O=C(COC(=O)[C@H](Cc1c[nH]c2ccccc12)NC(=O)c1ccc(Cl)cc1)Nc1ccc2c(c1)OCO2
-0.038 | COC(=O)CN1C(=O)C(O)=C(C(C)=O)C1c1ccc([N+](=O)[O-])cc1 (stereo not given)
0.98 | CC(=O)NCCOc1ccc2oc3ccccc3c2c1
0.15 | COc1ccc(NC2c3ncccc3C(=O)N2Cc2ccccc2)c(OC)c1 (stereo not given)
0.0057 | CCC(C)NC(=O)CN(c1cc(C)ccc1OC)S(C)(=O)=O (stereo not given)
0.38 | N#CC(C#N)=C/C(C#N)=C(/N)N1CCN(c2ccc(Cl)cc2)CC1

Three entries from above, arranged by SMILES length, falling:
Cav32 inh | SMILES
-4.2* | Cc1ccc(-c2noc(CCC(=O)Nc3cccc(C#N)c3)n2)cc1
-0.028 | Cc1onc(-c2ccccc2)c1C(=O)NCC1COc2ccccc2O1 (stereo not given)
0.31 | Cc1cc2cc(CNC(=O)C3CCCC3)ccc2n1C

Screens from PubChem BioAssay.
